USP8 inh: blocks human USP8 ubiquitin-rhodamine cleavage; P40818; 47,000 compounds, 4.2% hits; inhibition, % at 20 µM; purified USP8, Ub-rhodamine cleavage fluorescence, 30 min
UCHL1 block: inhibitors of human UCHL1 deubiquitinase | P09936 | purified UCHL1, Ub-rhodamine cleavage fluorescence | inhibition, % at 20 µM | 47,000 compounds, 0.2% hits | AID 1645859
USP17 inh: blocks human USP17 ubiquitin-rhodamine cleavage. A8MUK1. 47,000 compounds, 6.5% hits. purified USP17, Ub-rhodamine cleavage fluorescence, 3 h. AID 1645855. inhibition, % at 50 µM
USP28 block: human USP28 deubiquitinase inhibition; Q96RU2; purified USP28, Ub-rhodamine cleavage fluorescence, 30 min; inhibition, % at 25 µM; 47,000 compounds, 3% hits
OTUD3 inh: inhibitors of human OTUD3 deubiquitinase; 47,000 compounds, 0.7% hits; inhibition, % at 25 µM; purified OTUD3, Ub-rhodamine fluorescence, 2 h; Q5T2D3
USP10 block: inhibitors of human USP10 deubiquitinase; purified USP10, Ub-rhodamine fluorescence, 60 min; Q14694; 47,000 compounds, 1.1% hits; AID 1645856; inhibition, % at 20 µM
USP30 inh: blocks human USP30 ubiquitin-rhodamine cleavage; Q70CQ3; purified USP30, Ub-rhodamine cleavage fluorescence; inhibition, % at 25 µM; 47,000 compounds, 5.3% hits; AID 1645860
USP7 block: blocks human USP7 ubiquitin-rhodamine cleavage; purified USP7, Ub-rhodamine cleavage fluorescence; inhibition, % at 20 µM; 47,000 compounds, 0.3% hits; AID 1645854
Target sequence (Q93009 whole entry, looked up): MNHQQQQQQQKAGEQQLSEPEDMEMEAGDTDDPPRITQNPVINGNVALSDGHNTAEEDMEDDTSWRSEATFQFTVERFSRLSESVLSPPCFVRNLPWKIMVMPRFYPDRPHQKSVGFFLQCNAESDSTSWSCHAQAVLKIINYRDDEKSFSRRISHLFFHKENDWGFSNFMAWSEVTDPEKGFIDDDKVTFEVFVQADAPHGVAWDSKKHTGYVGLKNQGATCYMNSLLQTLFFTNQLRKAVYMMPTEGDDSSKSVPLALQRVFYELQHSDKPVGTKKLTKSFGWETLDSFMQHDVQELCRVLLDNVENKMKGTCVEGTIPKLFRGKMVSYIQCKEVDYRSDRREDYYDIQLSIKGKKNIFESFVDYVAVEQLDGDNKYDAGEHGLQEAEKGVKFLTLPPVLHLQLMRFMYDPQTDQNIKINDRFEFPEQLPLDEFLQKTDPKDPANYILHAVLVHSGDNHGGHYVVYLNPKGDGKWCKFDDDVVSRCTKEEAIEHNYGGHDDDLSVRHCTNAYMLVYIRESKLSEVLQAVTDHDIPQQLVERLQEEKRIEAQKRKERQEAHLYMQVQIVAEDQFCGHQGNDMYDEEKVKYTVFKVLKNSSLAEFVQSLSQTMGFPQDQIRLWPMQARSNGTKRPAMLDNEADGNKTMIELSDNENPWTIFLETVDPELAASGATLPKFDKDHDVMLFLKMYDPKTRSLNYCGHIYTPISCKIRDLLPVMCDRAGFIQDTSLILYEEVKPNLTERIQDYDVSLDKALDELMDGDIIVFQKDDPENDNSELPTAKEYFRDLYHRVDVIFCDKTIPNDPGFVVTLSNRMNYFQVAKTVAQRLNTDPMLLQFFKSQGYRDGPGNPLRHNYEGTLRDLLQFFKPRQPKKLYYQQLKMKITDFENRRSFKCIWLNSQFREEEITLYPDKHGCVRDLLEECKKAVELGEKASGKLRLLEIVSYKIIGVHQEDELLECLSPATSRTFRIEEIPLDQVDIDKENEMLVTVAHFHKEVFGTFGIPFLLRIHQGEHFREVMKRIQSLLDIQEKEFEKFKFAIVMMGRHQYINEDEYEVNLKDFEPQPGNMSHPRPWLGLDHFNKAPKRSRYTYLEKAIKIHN
Starred values were filed as active, the others as inactive; i = inactive; x = no result given. Cut-off read from the data, not from the text of the source: active = inhibition above about 30%; inactive = the rest.

USP8 inh	UCHL1 block	USP17 inh	USP28 block	mol	OTUD3 inh	USP10 block	USP30 inh	USP7 block
8	3	7	10	CC(=O)c1ccc(C)c(=O)o1	9	1	18	3
3	2	2	-9	COc1ccc(/C=C/C(=O)Nc2cc(C)nc3ccccc23)cc1OC	-10	-8	-51	4
3	-3	3	0	CC1=C(c2ccccc2)S(=O)(=O)N(CC(=O)Nc2c(C)cccc2C)C1=O	1	-4	-10	-3
-2	1	x	-8	Cc1ccccc1NS(=O)(=O)c1c[nH]c2ncccc12	-3	0	-34	0
-2	1	-4	-20	CCc1nc2c(-c3ccncc3)nsc2c(=O)n1CC(=O)Nc1ccccc1	-11	-2	-14	2
-2	-2	-22	-12	COc1ccc(C(NCC(=O)Nc2ccc3[nH]c(=O)[nH]c3c2)c2ccccc2)cc1 (stereo unspecified)	-11	5	-106	1
-6	3	35*	18	Cc1cc(NC(=O)CN2CCCN(S(=O)(=O)c3ccc(F)cc3)CC2)ccc1Br	1	8	38*	-8
-114	-2	-6	0	CCn1cc(C(=O)N2CCN(c3ccc([N+](=O)[O-])cc3)CC2)c(=O)c2ccc(C)nc21	5	-8	16	-3
-17	0	17	-10	CCOc1ccc(C(=O)OCC(=O)Nc2ccc3c(c2)OCCO3)cc1OC	-1	-1	-8	2
7	0	1	-1	Cc1cccn2c(NC(C)(C)C)c(C3CCN(C(=O)C4CCC(=O)N4)CC3)nc12 (stereo unspecified)	3	3	-3	3
-7	0	-5	-3	O=C(NCCCN1CCN(c2ccccc2F)CC1)c1nnc(Cc2ccc3c(c2)OCO3)o1	-7	-1	-5	0
11	-3	-7	-9	Cc1cc(C)n(C(C)CC(=O)N2CCc3nc4sccc4c(=O)n3CC2)n1 (stereo unspecified)	-11	0	-1	0
11	3	5	16	Cc1cc(C)cc(NC(=O)C2C3C=CC4(O3)C2C(=O)N(C2CCCCC2)C4C(=O)NC2CCCCC2)c1 (stereo unspecified)	-1	2	13	-151
12	3	4	0	Cn1cc(C(=O)NCC2COc3ccccc3O2)c(=O)c2cc(S(=O)(=O)N3CCCCC3)ccc21 (stereo unspecified)	9	7	22	0
0	-2	-16	-8	CC(=O)/C=C/c1c(SCc2ccccc2)nc2sccn12	-6	1	-5	-6
6	4	10	8	Cc1ccc(C(=O)CN2C(=O)COc3cc(C(=O)N(C)C[C@H](O)c4cccc(O)c4)ccc32)c(C)c1	2	0	1	2
23	-7	-6	-10	CC1(c2cc3ccccc3o2)NC(=O)N(CC(=O)c2ccc[nH]2)C1=O (stereo unspecified)	-23	-3	-141	-14
-264	-59	-190	-235	Cc1sc2nc(CN3CCCC3)nc(NCCc3ccc(Cl)cc3)c2c1C	-222	-13	i	-73
1	3	16	8	Cc1ccn2cc(C(=O)N3CCC4(CC=CCN(CCc5ccccc5)C4=O)CC3)nc2c1	9	1	21	0
-1	3	7	10	COc1ccc(S(=O)(=O)N2CCC(c3nc4ccc(-c5ccncc5)cn4n3)CC2)cc1	1	3	11	2
-168	0	17	5	Cc1ccc(-c2ccc(Oc3nc(CN4CCOCC4)nc4sc5c(c34)CCC5)cc2)cc1	15	3	0	7
0	-2	9	-7	C[C@@H](NC(=O)[C@H](Cc1ccccc1)NC(=O)N1CCn2c1nc1ccccc12)C(=O)O	-2	2	-9	4
1	1	4	10	Cc1cccc(N2CCN(C(=O)c3snc4c(=O)n(C)c(=O)[nH]c34)CC2)c1	9	1	12	1
-1	-3	-12	x	N#Cc1cccc(CN2CCC3(CCN(c4ncccn4)CC3)C2)c1	-1	0	x	-3
-1	0	0	20	COc1ccc(C(=O)Nc2nncs2)cc1S(=O)(=O)N1CC(c2ccccc2)CC1=O (stereo unspecified)	0	1	-4	-35
20	0	14	2	Cc1nnc2ccc(-c3cccc(NS(=O)(=O)c4cccc(F)c4)c3)nn12	1	0	12	3
0	2	71*	11	Cc1cc(NCC2CC2)n2nc(Nc3cc(Cl)ccc3C)nc2n1	11	-3	31*	4
-7	2	-7	6	CSCCC1NC2(C(=O)N(Cc3cccc4ccccc34)c3ccccc32)C2C(=O)N(Cc3ccccc3)C(=O)C12 (stereo unspecified)	0	4	30	8
13	0	43*	18	COc1ccc(-c2cc3c(=O)n(CC(=O)NCCN4CCCC4)ncn3n2)cc1	9	-4	34*	1
-11	1	-2	-7	CCN1C(=O)C[C@@H](C(=O)NCc2nc(C)no2)[C@@H]1c1ccccc1Cl	-4	-2	-2	1
-9	-2	-10	-16	O=C1CN(C(=O)c2ccc(F)cc2)CC(O)CN1CCCc1ccccc1 (stereo unspecified)	-7	-3	1	-12
16	6	13	13	Cc1ccc(NC(=O)COC(=O)c2cccc(N(C)C)c2)cc1S(=O)(=O)N1CCCCC1	8	6	29	6
0	0	-8	-7	Cc1ccc(C)c(NC(=O)c2ccc(CNC(=O)c3ccccc3)o2)c1	-7	-1	0	0
-78	0	-12	0	O=C(c1cc(-c2ccc(F)cc2)n[nH]1)N1CCN(c2ccc(N3CCOCC3)nn2)CC1	-1	1	3	-3
2	-3	-1	1	CNc1nc(C2CCCN(C)C2)nc2c1CCN(C(=O)Cc1c[nH]c3ccccc13)C2 (stereo unspecified)	0	-3	3	0
3	1	-6	-3	Cc1occ(O)c(=O)c1O	-1	2	-82	-5
-2	-1	0	4	CCN1CCN(C(=O)c2cnn(-c3cc(-c4nc(C)no4)ccn3)c2C)CC1	6	-1	8	3
17	1	0	2	CCOC(=O)C1(Cc2cc(-c3ccccc3F)no2)CCCN(Cc2ccncc2)C1 (stereo unspecified)	7	-7	8	-3
5	0	-6	35*	Cc1ccc(NC(=O)CCc2ccc3nc[nH]c3c2)cc1F	-6	2	-11	-1
15	3	2	10	CC1=C(c2ccccc2)S(=O)(=O)N=C1N1CCCN(C(=O)c2ccccc2C)CC1	11	0	16	4
26	4	46*	3	COc1ccc2[nH]c(=O)c(CN(C)C(=O)c3ccc([N+](=O)[O-])cc3)cc2c1	-4	5	-3	5
-3	-3	-4	3	CC(=O)N1CCN(c2nc3c(s2)CC(C(=O)Nc2cccc(Cl)c2)CC3)CC1 (stereo unspecified)	-7	-6	-14	-21
1	0	-2	0	CC(C)c1ccc(C(=O)NCc2nnc3ccccn23)cc1	-4	1	6	-6
18	5	3	4	COc1ccc(Cc2nc3c4c(-c5ccccc5)c(-c5ccccc5)n(Cc5ccco5)c4ncn3n2)cc1OC	14	2	13	11
17	-43	-112	-113	N#Cc1c(-c2cccs2)c2c([nH]c1=O)-c1ccccc1CC2	-121	-6	-493	-47
-7	-2	-11	x	Cc1cc(CN2CCOCC2)c(NC(=O)c2ccco2)s1	0	-3	x	-2
15	6	55*	29	Cc1ccccc1OCCC(=O)Nc1cccc(S(=O)(=O)Nc2ccccc2Cl)c1	17	29	26	9
24	1	13	76*	Cc1noc(-c2cccn(Cc3cccc(C(F)(F)F)c3)c2=O)n1	12	1	14	0
12	1	16	11	CC1(C(=O)NCc2ccc(F)cc2)Cn2cnc(C(=O)NC3CC3)c2C(=O)N1C1CC1 (stereo unspecified)	19	1	17	3
55*	2	23	20	Cc1ccccc1CNC(=O)c1cc2occc2c(Nc2ccc(F)cc2)n1	8	24	3	11

Arranged by molar mass (highest first): some entries from above
USP8 inh	UCHL1 block	USP17 inh	USP28 block	mol	OTUD3 inh	USP10 block	USP30 inh	USP7 block
-78	0	-12	0	O=C(c1cc(-c2ccc(F)cc2)n[nH]1)N1CCN(c2ccc(N3CCOCC3)nn2)CC1	-1	1	3	-3
0	2	71*	11	Cc1cc(NCC2CC2)n2nc(Nc3cc(Cl)ccc3C)nc2n1	11	-3	31*	4
-7	-2	-11	x	Cc1cc(CN2CCOCC2)c(NC(=O)c2ccco2)s1	0	-3	x	-2
17	-43	-112	-113	N#Cc1c(-c2cccs2)c2c([nH]c1=O)-c1ccccc1CC2	-121	-6	-493	-47

Record cards, as listed above.
Shown for CSCCC1NC2(C(=O)N(Cc3cccc4ccccc34)c3ccccc32)C2C(=O)N(Cc3ccccc3)C(=O)C12 (stereo unspecified) → USP8 inh = -7; UCHL1 block = 2; USP17 inh = -7; USP28 block = 6; OTUD3 inh = 0; USP10 block = 4; USP30 inh = 30; USP7 block = 8
Shown for Cc1ccccc1OCCC(=O)Nc1cccc(S(=O)(=O)Nc2ccccc2Cl)c1 → USP8 inh = 15; UCHL1 block = 6; USP17 inh = 55*; USP28 block = 29; OTUD3 inh = 17; USP10 block = 29; USP30 inh = 26; USP7 block = 9

Next compounds:
USP8 inh	UCHL1 block	USP17 inh	USP28 block	mol	OTUD3 inh	USP10 block	USP30 inh	USP7 block
11	-1	-1	11	Fc1ccc(-c2nc3ncccn3c2NCc2ccc(Cl)cc2)cc1F	1	-3	-15	-18
0	5	0	14	Cc1ccc(CNc2nc(N3CCN(C)CC3)nc3c2cnn3C)cc1	12	0	20	4
15	-4	-23	-7	O=C(Cc1ccc(-n2c(=O)c3ccccc3n(CC(=O)Nc3ccc(F)cc3F)c2=O)cc1)NCc1ccco1	-14	-8	-64	-2
-10	0	-3	-8	O=C(c1cc(-n2cnnn2)ccc1Cl)N1CCN(c2ccccn2)CC1	-1	1	4	-4
19	-1	0	0	O=c1c2cnc3nc(-c4ccncc4)nn3c2ccn1CC1CCCO1 (stereo unspecified)	5	-3	13	-2
15	1	11	11	COc1cc(NC(=O)N2CCCC2c2ccco2)cc(OC)c1OC (stereo unspecified)	18	4	23	4
12	4	1	3	COc1ccccc1-c1nc(-c2cccc(OCC(=O)Nc3ccccc3C)c2)no1	2	2	5	4
-19	4	9	13	COC(=O)c1ccc(NC(=O)CSc2nc3c(cc2C#N)CC(C(C)(C)C)CC3)cc1 (stereo unspecified)	16	1	15	5
-33	1	-11	11	Cc1c(Cl)cccc1NC(=O)C[n+]1cc(-c2ccc(Cl)cc2)n2c1CCC2	5	-1	28	-49
-56	-2	-9	0	COc1ccc(C2CNCCN2C(=O)CCc2cc(Cl)no2)cc1 (stereo unspecified)	0	0	0	-10
0	-2	-10	0	C=CC[C@H]1OC(=O)CCNC(=O)[C@H](C)N(C)C(=O)[C@H](C(C)C)N(C)C(=O)[C@H]([C@@H](C)CC)NC(=O)[C@@H]2CCCN2C1=O	13	0	17	-3
-5	0	-4	0	Fc1ccc(Cn2cc(-c3noc(-c4ccco4)n3)nn2)cc1	-6	-3	-137	-9
0	0	0	1	COCCN1C(=O)c2ccccc2C(C(=O)Nc2cccnc2)C12CCCC2 (stereo unspecified)	0	-2	1	0
1	-5	-12	-11	CC1O[C@@H](OC2[C@H](Oc3cc(O)c4c(c3)OC(c3ccc(O)cc3)CC4=O)O[C@H](CO)[C@@H](O)[C@@H]2O)[C@H](O)[C@H](O)[C@H]1O (stereo partly specified)	-8	0	5	-9
-8	2	5	0	COc1ccc2cc(C(=O)N3CCC(C(C)C(=O)NCc4ccccc4F)CC3)[nH]c2c1 (stereo unspecified)	0	9	17	7
20	8	21	12	Cc1cc(C)c(COc2ccc3c(c2C)OC(C)(C)CC3=O)c(C)c1	15	8	30*	18
1	-1	-3	-9	CCCC(=O)N1CCN(CCc2ccccn2)CC1	0	0	24	0

Source: PubChem BioAssay (Dana-Farber Cancer Institute and Novartis Institutes for BioMedical Research (Cambridge, Mass))
